TLR9-MyD88 block: inhibitors of TLR9-MyD88 association in cells, primary screen, cell-based, CHO, BLA complementation, fluorescence; CCF4 FRET ratio; inhibition, % at 4.98 µM; AID 504734, 2011; 340,000 compounds, 0.21% hits; Toll-like receptor 9 (Homo sapiens) + Myeloid differentiation primary response protein …;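 active means inhibition above the mean over all tested compounds plus 3 SD, cut at about 21% in these data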;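 further: 0% = DMSO only wells and 100% = clavulanate BLA inhibitor control wells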
NR2F2 inh: NR2F2 transcriptional activity inhibitors, primary screen, cell-based, luciferase reporter, HEK293T, luminescence; HEK293T NGFI-A luciferase reporter; inhibition, % at 8.6 µM; 370,000 compounds, 0.7% hits; AID 686940, 2013;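 active means inhibition above a per-plate cutoff, mean inhibition of test wells between control levels plus 3 SD, cut at about 38% in these data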;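 further: cells cotransfected with COUP-TFII expression vector driving the NGFI-A reporter; 0% = median of COUP-TF2 test wells and 100% = reporter-only cells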
SRC2 inh: inhibition of GAL4-SRC2 driven luciferase reporter, primary screen, SRC2 inhibitor project, cell-based, luminescence | Nuclear receptor coactivator 2 (Homo sapiens), Q15596 | HEK293 GAL4-SRC2 luciferase reporter | inhibition, % at 9 µM | 370,000 compounds, 0.17% hits;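 active means inhibition above the mean inhibition of all tested compounds plus 3 SD, set per campaign, cut at about 52% in these data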;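 further: 0% = DMSO treated cells and 100% = cells given Gossypol at 36 µM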
SRC3 inh: SRC3 coactivator transcriptional activity inhibitors, primary screen, cell-based, luminescence | Nuclear receptor coactivator 3 (Homo sapiens), Q9Y6Q9 | HEK293 GAL4-SRC3 luciferase reporter | inhibition, % at 3.6 µM | 360,000 compounds, 0.17% hits | AID 588352, 2011;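 active means inhibition above a per-campaign cutoff, the mean of all compounds plus 3 SD, cut at about 60% in these data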;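 further: 0% = DMSO-treated cells and 100% = gossypol-treated cells at 36 µM; higher means less SRC3-driven luciferase light from the GAL4 reporter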
Target sequence (Q9Y6Q9 whole entry, looked up, the tested form may be a part): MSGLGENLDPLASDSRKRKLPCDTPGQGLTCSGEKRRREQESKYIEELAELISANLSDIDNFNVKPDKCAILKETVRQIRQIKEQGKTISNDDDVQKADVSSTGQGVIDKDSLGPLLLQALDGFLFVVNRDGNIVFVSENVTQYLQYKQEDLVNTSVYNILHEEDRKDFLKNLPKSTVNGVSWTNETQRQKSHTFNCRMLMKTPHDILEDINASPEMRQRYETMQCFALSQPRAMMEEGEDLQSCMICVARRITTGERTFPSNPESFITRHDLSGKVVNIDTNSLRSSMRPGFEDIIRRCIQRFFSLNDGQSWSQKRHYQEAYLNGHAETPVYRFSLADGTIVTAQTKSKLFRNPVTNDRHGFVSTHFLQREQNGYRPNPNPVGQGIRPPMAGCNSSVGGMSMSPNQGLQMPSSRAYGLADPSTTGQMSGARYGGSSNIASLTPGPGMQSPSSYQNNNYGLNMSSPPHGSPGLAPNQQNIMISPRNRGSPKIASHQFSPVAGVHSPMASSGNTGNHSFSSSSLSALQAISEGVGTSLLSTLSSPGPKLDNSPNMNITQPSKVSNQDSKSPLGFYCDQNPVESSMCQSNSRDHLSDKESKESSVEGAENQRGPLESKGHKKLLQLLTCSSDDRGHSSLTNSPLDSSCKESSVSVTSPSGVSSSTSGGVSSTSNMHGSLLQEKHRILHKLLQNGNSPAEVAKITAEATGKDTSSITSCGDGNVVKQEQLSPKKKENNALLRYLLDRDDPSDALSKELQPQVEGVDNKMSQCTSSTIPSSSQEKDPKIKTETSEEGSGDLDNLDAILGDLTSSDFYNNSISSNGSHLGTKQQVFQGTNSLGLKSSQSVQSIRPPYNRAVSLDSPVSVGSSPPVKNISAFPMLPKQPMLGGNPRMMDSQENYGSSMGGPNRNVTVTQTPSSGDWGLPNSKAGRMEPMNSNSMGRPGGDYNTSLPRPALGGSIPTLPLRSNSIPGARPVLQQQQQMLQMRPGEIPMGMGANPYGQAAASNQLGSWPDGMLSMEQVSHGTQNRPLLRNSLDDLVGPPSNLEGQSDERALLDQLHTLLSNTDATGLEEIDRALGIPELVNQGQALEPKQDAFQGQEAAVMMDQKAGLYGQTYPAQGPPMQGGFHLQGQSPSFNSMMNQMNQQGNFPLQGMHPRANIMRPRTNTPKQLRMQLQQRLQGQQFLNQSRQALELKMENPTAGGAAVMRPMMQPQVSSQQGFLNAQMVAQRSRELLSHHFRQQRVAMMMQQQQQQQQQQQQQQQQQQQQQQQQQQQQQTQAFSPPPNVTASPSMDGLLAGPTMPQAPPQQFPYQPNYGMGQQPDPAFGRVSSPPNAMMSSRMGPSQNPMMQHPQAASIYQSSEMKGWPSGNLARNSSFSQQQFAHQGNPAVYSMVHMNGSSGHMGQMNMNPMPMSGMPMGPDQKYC
LRH-1 inv ag: LRH-1 (NR5A2) inverse agonists, primary screen, cell-based, luminescence, HEK293T, StAR-luciferase reporter; Nuclear receptor subfamily 5 group A member 2 (Homo sapiens), O00482; LRH-1 transfected, 24 h; inhibition, % at 3.6 µM; 360,000 compounds, 0.13% hits; AID 602396, 2012;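 active means inhibition above the mean inhibition of all tested compounds plus 3 SD, cut at about 73% in these data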;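 further: 0% = DMSO wells and 100% = reporter-only cells lacking LRH-1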
MC4R barr agon: MC4R agonists recruiting beta-arrestin, primary screen, cell-based, luminescence, agonist arm of biased-ligand search; Melanocortin receptor 4 (Homo sapiens), P32245; U2OS MC4R beta-arrestin complementation; percent of melanotan II response, DMSO zero; activation, % at 8.9 µM; 360,000 compounds, 0.98% hits; AID 540308, 2011;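 active means activation above a per-plate cutoff, the mean activation of sample wells on that plate plus 3 SD, cut at about 8% in these data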
NCOA1 inh: SRC1 coactivator transcriptional activity inhibitors, primary screen, cell-based, luminescence. Nuclear receptor coactivator 1 (Homo sapiens), Q15788. inhibition, % at 3.6 µM. AID 588354, 2011. HEK293 GAL4-SRC1 luciferase reporter. 360,000 compounds, 0.12% hits;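 active means inhibition above the campaign mean plus 3 SD, with each screening campaign given its own cutoff, cut at about 60% in these data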;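 further: 0% = DMSO treated cells and 100% = gossypol at 36 µM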
NOD2-RIPK2 inh: NOD2-RIPK2 binding disruptors in cells, primary screen, fluorescence, CHO cells, BLA complementation; Receptor-interacting serine/threonine-protein kinase 2 (Homo sapiens), O43353; CCF4 ratio; inhibition, % at 4.98 µM; 360,000 compounds, 0.38% hits; AID 624267, 2012; in the data active means inhibition above about 21%;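 further: 0% = vehicle only and 100% = reference blocker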
MC4R antagonist: MC4R antagonists of cAMP signaling, primary screen, cell-based, TR-FRET, antagonist arm of biased-ligand search; Melanocortin receptor 4 (Homo sapiens), P32245; MC4R-expressing cells, MTII-stimulated cAMP, LANCE TR-FRET; inhibition, % at 6.5 µM; 360,000 compounds, 0.48% hits; AID 540295, 2011;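 active means inhibition above its plate's cutoff, the mean of tested wells on that plate plus 3 SD, cut at about 29% in these data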;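 further: 0% = Melanotan II alone and 100% = Melanotan II plus saturating MCL0020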
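Assay system: U2OS-MC4R stable cell line; Also added: Melanotan II; Technique: Eu-cAMP/anti-cAMP TR-FRET, emission 671 nm; Times: 30-min compound, 1-h challenge, 1-h detection, room temperature.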
ABHD5-PLIN5 inh: ABHD5-PLIN5 interaction inhibitors, primary screen, cell lysate, split luciferase complementation, luminescence; Perilipin-5 (Homo sapiens) + 1-acylglycerol-3-phosphate O-acyltransferase ABHD5 (Homo …; inhibition, % at 4 µM; Split G. princeps luciferase complementation, 4 h; 360,000 compounds, 0.78% hits;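 active means inhibition above the mean inhibition across every tested compound plus 3 SD, cut at about 22% in these data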;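 further: 0% = DMSO only wells and the 100% control is not disclosed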
EBV LMP1 NFkB: EBV LMP1-driven NF-kappaB luciferase reporter inhibitors, primary screen, cell-based, luminescence, single point; LMP1-induced NF-kappaB luciferase reporter cells; inhibition, % at 12.5 µM; 350,000 compounds, 0.69% hits; in the data active means inhibition above about 41%;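 further: 0% = neutral control wells and 100% = reference inhibitor control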
* = called active by the depositor; / = not tested or not shown. Only part of the results is shown. The share of hits here may be higher or lower than overall.

A first look, 2 compounds:
Screens in order – TLR9-MyD88 block	NR2F2 inh	SRC2 inh	SRC3 inh	LRH-1 inv ag	MC4R barr agon	NCOA1 inh	NOD2-RIPK2 inh	MC4R antagonist	ABHD5-PLIN5 inh	EBV LMP1 NFkB
O=C(CSc1nc2ccccc2n1CC(=O)N1CCCC1)NCc1ccc2c(c1)OCO2
  3.8	5.5	-15.2	-20.2	-28.3	-2.6	-13.1	-13.4	19.1	11.1	1.2
COc1ccccc1C(=O)Nc1ccc2[nH]ncc2c1
  -2.0	-13.4	-22.9	0.5	-38.9	1.1	1.7	-2.6	-1.4	1.3	-1.8

Results, from the start:
Screens in order – TLR9-MyD88 block	NR2F2 inh	SRC2 inh	SRC3 inh	LRH-1 inv ag	MC4R barr agon	NCOA1 inh	NOD2-RIPK2 inh	MC4R antagonist	ABHD5-PLIN5 inh	EBV LMP1 NFkB
O=C(CSc1nc2ccccc2n1CC(=O)N1CCCC1)NCc1ccc2c(c1)OCO2
  3.8	5.5	-15.2	-20.2	-28.3	-2.6	-13.1	-13.4	19.1	11.1	1.2
COc1ccccc1C(=O)Nc1ccc2[nH]ncc2c1
  -2.0	-13.4	-22.9	0.5	-38.9	1.1	1.7	-2.6	-1.4	1.3	-1.8
CCOc1ccc(Cn2nnc(C(=O)NCCc3ccccc3)c2N)cc1
  -0.9	-20.9	-3.4	-25.6	-26.5	0.3	-18.9	-10.2	7.1	-8.2	-36.0
Cc1cc(CN2CCCC(C(=O)Nc3ccc(-c4nc5ccccc5[nH]4)cc3)C2)n[nH]1 (stereo unspecified)
  -8.2	-38.3	-59.1	-46.1	-47.1	-0.1	-35.2	4.5	11.9	-2.8	-1.1
COCCn1nnnc1C(c1cc2ccc(C)cc2[nH]c1=O)N(Cc1ccco1)Cc1cccs1 (stereo unspecified)
  7.0	-2.2	-9.6	-12.8	21.3	0.7	3.1	-16.2	-1.5	13.1	-1.4
NC(=O)c1ccc(N2CCCCCC2)c([N+](=O)[O-])c1
  -11.2	24.9	-36.5	-6.9	7.7	0.3	16.6	-0.1	20.3	2.8	-8.0
Cc1nnc(N2CCOCC2)c2ccccc12
  2.6	-14.8	-21.2	14.1	5.4	0.7	-0.4	-5.6	2.5	-0.1	0.1
COC(=O)c1ccc(N/C=C/C(=O)c2ccc(OC)c(OC)c2)cc1
  -4.6	2.5	-1.6	3.0	-2.6	5.0	-19.0	-3.8	4.5	-3.5	3.6
CCN1CCN(c2nc3c(C)cccn3c(=O)c2/C=C(\C#N)C(=O)NCCOC)CC1
  -7.5	-4.5	-3.6	-14.7	3.1	-2.1	12.2	-1.6	3.1	0.5	-5.8
CNC(=S)N1CCN(c2c(F)cc3c(=O)c(C(=O)O)cn(C4CC4)c3c2OC)CC1C (stereo unspecified)
  -6.8	8.5	8.4	-9.7	-8.4	-1.6	-7.5	-7.3	-0.8	-8.8	-3.5

Sorted by SMILES length (rising): part of the list above
Screens in order – TLR9-MyD88 block	NR2F2 inh	SRC2 inh	SRC3 inh	LRH-1 inv ag	MC4R barr agon	NCOA1 inh	NOD2-RIPK2 inh	MC4R antagonist	ABHD5-PLIN5 inh	EBV LMP1 NFkB
Cc1nnc(N2CCOCC2)c2ccccc12
  2.6	-14.8	-21.2	14.1	5.4	0.7	-0.4	-5.6	2.5	-0.1	0.1
COc1ccccc1C(=O)Nc1ccc2[nH]ncc2c1
  -2.0	-13.4	-22.9	0.5	-38.9	1.1	1.7	-2.6	-1.4	1.3	-1.8
NC(=O)c1ccc(N2CCCCCC2)c([N+](=O)[O-])c1
  -11.2	24.9	-36.5	-6.9	7.7	0.3	16.6	-0.1	20.3	2.8	-8.0
CCOc1ccc(Cn2nnc(C(=O)NCCc3ccccc3)c2N)cc1
  -0.9	-20.9	-3.4	-25.6	-26.5	0.3	-18.9	-10.2	7.1	-8.2	-36.0
COC(=O)c1ccc(N/C=C/C(=O)c2ccc(OC)c(OC)c2)cc1
  -4.6	2.5	-1.6	3.0	-2.6	5.0	-19.0	-3.8	4.5	-3.5	3.6
O=C(CSc1nc2ccccc2n1CC(=O)N1CCCC1)NCc1ccc2c(c1)OCO2
  3.8	5.5	-15.2	-20.2	-28.3	-2.6	-13.1	-13.4	19.1	11.1	1.2
CCN1CCN(c2nc3c(C)cccn3c(=O)c2/C=C(\C#N)C(=O)NCCOC)CC1
  -7.5	-4.5	-3.6	-14.7	3.1	-2.1	12.2	-1.6	3.1	0.5	-5.8
COCCn1nnnc1C(c1cc2ccc(C)cc2[nH]c1=O)N(Cc1ccco1)Cc1cccs1 (stereo unspecified)
  7.0	-2.2	-9.6	-12.8	21.3	0.7	3.1	-16.2	-1.5	13.1	-1.4
CNC(=S)N1CCN(c2c(F)cc3c(=O)c(C(=O)O)cn(C4CC4)c3c2OC)CC1C (stereo unspecified)
  -6.8	8.5	8.4	-9.7	-8.4	-1.6	-7.5	-7.3	-0.8	-8.8	-3.5
Cc1cc(CN2CCCC(C(=O)Nc3ccc(-c4nc5ccccc5[nH]4)cc3)C2)n[nH]1 (stereo unspecified)
  -8.2	-38.3	-59.1	-46.1	-47.1	-0.1	-35.2	4.5	11.9	-2.8	-1.1

Later entries:
Compound	TLR9-MyD88 block	NR2F2 inh	SRC2 inh	SRC3 inh	LRH-1 inv ag	MC4R barr agon	NCOA1 inh	NOD2-RIPK2 inh	MC4R antagonist	ABHD5-PLIN5 inh	EBV LMP1 NFkB
CCOc1ccc(CCNC(=O)c2cccc3c2C(=O)N(CCOC)C3)cc1OCC	-13.3	-3.7	-17.5	-7.4	4.4	-1.4	-57.4	-4.3	21.2	-8.3	3.3
CCc1ccccc1NC(=O)c1ccc(F)c(S(=O)(=O)N2CCC(C(N)=O)CC2)c1	7.0	2.1	-8.6	6.5	-1.8	-0.5	14.4	-6.2	15.3	-8.1	5.7
O=S(=O)(c1ccccc1)N1CCN(c2ncnc3scc(-c4ccccc4)c23)CC1	6.3	-0.1	-7.9	-24.0	-0.3	-0.9	-26.3	0.5	7.7	-1.6	-25.5
CC(C)N1C(=O)c2ccccc2C1C(=O)NCCc1ccccc1 (stereo unspecified)	0.5	9.1	-14.2	-25.9	-11.1	0.3	-7.2	-5.9	-10.2	2.7	1.3
CC1C(=O)N(Cc2cn(CCC3OCCO3)nn2)CCS(=O)(=O)N1Cc1ccc(-c2ccncc2)cc1 (stereo unspecified)	-9.4	-1.2	19.1	7.6	-4.3	-1.1	-64.5	0.6	9.0	-1.6	-0.4
COc1ccc2nc(C)cc(Nc3cccc(C(=O)O)c3)c2c1	5.1	11.1	16.3	-38.2	2.7	-0.2	7.7	-4.5	-6.4	2.2	-1.3
COc1ccccc1N(C)S(=O)(=O)c1ccc(C(=O)NCc2ccc3c(c2)OCO3)cc1	2.5	7.9	0.9	3.8	6.8	-1.8	-16.5	-5.5	2.8	-6.3	-3.3
O=C(CN1CCN(Cc2ccccc2Cl)CC1)N/N=C/C=C/c1ccco1	/	12.2	-34.9	5.5	3.1	-2.0	-6.0	-5.5	-3.5	9.8	/
Cc1ccc(C(=O)C=Cc2cccc(C)c2)cc1	10.8	-39.4	-16.6	-30.2	-11.9	1.1	-28.9	-6.7	1.6	14.6	-15.4
O=c1oc2ccccc2c(Nc2cccc3cccnc23)c1[N+](=O)[O-]	2.2	19.4	-19.1	5.9	24.1	0.9	2.6	7.3	-8.4	-0.5	0.5
CCCCCCCC(=O)N1CCN(c2cc3c(cc2F)c(=O)c(C(=O)O)cn3CC)CC1	6.6	12.0	-24.9	-0.8	4.9	0.4	1.2	5.0	15.6	0.7	-1.5
CCN1C(=O)[C@H]2[C@@H](c3ccc(-c4ccc5c(c4)OCO5)cc3)N3CCC[C@@]3(C(=O)OC)[C@H]2C1=O	-1.3	-3.0	4.5	-1.7	-28.1	0.1	-4.2	0.6	10.9	2.1	1.4
O=C(COC(=O)c1ccccc1)NCc1cccs1	-6.0	9.2	14.2	15.3	10.1	-2.6	-2.0	8.7	8.6	0.1	5.6
O=C(COc1ccccc1Cl)Nc1ccccc1C(=O)N1CCCCC1	4.4	-10.6	-35.7	-7.8	-18.6	1.6	-43.0	-4.5	4.9	-0.1	-11.9
